Vif-APOBEC3G blk – qHTS for Inhibitors of Vif-A3G Interactions: qHTS; DNA dC->dU-editing enzyme APOBEC-3G (Homo sapiens), Q9HC16; HeLa A3G-eYFP + Vif (tagged APOBEC3G with the HIV-1 protein that degrades it), YFP fluorescence, overnight; Potency, µM (doses to about 46.1 µM), inactives show at the top dose activity, negative = active, usual class: inhibitors; actives 0.076% (n = 410,000); AID 602310, 2012;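 further: on the % scale 0 is the no-effect control and ±100 the full control effect; nearly all actives have a fitted effect of over 60% in size; hits raise eYFP signal because A3G escapes Vif-driven loss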
Target sequence (Q9HC16 whole entry, looked up): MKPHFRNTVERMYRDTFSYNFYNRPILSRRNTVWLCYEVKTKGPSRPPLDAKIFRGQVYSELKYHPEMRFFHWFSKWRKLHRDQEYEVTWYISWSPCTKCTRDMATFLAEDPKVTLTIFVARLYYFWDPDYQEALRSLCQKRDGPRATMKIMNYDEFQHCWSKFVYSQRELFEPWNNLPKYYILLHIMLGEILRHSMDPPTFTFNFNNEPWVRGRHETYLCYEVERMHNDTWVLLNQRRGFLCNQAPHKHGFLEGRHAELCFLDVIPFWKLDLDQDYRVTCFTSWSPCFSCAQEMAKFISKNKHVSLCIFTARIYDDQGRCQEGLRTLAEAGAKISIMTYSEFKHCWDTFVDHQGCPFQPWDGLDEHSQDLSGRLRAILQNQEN
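HeLa cells stably expressing Vif and C-terminally eYFP-tagged A3G, seeded overnight at 37 deg C, then exposed to compound by pintool overnight at 37 deg C. Rise in yellow fluorescence (Ex 488/Em 500-530, Acumen) marks blocked Vif-driven A3G degradation.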
TrxR1 substrate – qHTS Assay for Substrates of Mammalian Selenoprotein Thioredoxin Reductase 1 (TrxR1): qHTS | Thioredoxin reductase 1, cytoplasmic (Rattus norvegicus), O89049 | purified TrxR1 substrate turnover, NADPH consumption readout | Potency, µM (titrated, usually from 114 µM), inactives show at the highest dose activity change, negative = substrate turnover | actives 0.01% (n = 390,000) | AID 588456, 2011; further: on the % scale 0 is the no-effect control and ±100 the full control effect; nearly all actives have a fitted effect of over 50% in size
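Rat TrxR1, dispensed at 90 nM, was prereduced with 400 uM NADPH (final) for 5 min at ~22 deg C, then incubated with compound 15 min before 400 uM selenite. A first-read NADPH fluorescence drop versus no-compound background flagged substrates.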
USP1 inh – Inhibitors of USP1/UAF1: Primary Screen | Ubiquitin carboxyl-terminal hydrolase 1 (Homo sapiens), O94782 | recombinant USP1/UAF1, Ub-Rhodamine cleavage fluorescence | Potency, µM (titrated, usually from 57.1 µM), for the others: top-dose activity change, negative = inhibition, most hits filed as inhibitors | actives 0.23% (n = 390,000) | AID 743255, 2014; further: on the % scale 0 is the no-effect control and ±100 the full control effect; nearly all actives have a fitted effect of over 60% in size; inactives centre near -12
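1 nM enzyme complex + cpd, 15 min RT; start with Ub-Rho 150nM final; kinetic fluorescence ex 480/em 540, 6 reads q60 s. Buffer 50mM HEPES pH 7.8, 0.5mM EDTA, 0.1 mg/ml BSA, 1mM TCEP, 0.01% Tween-20.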
RGS4 inh – Inhibitors of Regulator of G Protein Signaling (RGS) 4: qHTS; Transcreener GDP fluorescence polarization, RGS4-accelerated GTP hydrolysis; Regulator of G-protein signaling 4 (Homo sapiens), P49798; actives 0.039% (n = 390,000); AID 504845, 2011; Potency, µM (titrated, usually from 114 µM), inactives show at the highest dose activity change, negative = inhibition, usual class: inhibitors; further: on the % scale 0 is the no-effect control and ±100 the full control effect; nearly all actives have a fitted effect of over 75% in size; some results filed as inactive show a strong effect at the top dose
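MLSMR compounds (23 nl, pin-transferred) preincubated 10 min at room temperature with a 500nM (2x) first reagent, then RGS4 at 900nM (2x) plus Transcreener GDP mix added; fluorescence polarization (620/688 nm) read before and after 90 min at 30 °C.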
Vif-A3F inh – qHTS for Inhibitors of Vif-A3F Interactions: qHTS. HeLa A3F-eYFP + Vif (tagged APOBEC3F with the HIV-1 protein that degrades it), YFP fluorescence increase. Potency, µM (titrated, usually from 46.1 µM), without a hit: at the highest dose activity, negative = active. actives 0.2% (n = 390,000). AID 602313, 2012; further: % of control where 0% means no effect; nearly all actives have a fitted effect of over 65% in size
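HeLa cells stably expressing Vif plus C-terminally eYFP-tagged A3F were seeded, incubated overnight at 37 deg C, dosed with compound, incubated overnight again at 37 deg C. Yellow fluorescence (Ex 488/Em 500-530) reported blocked Vif-mediated A3F-eYFP degradation.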
IDH1 R132H inh – qHTS for Inhibitors of mutant isocitrate dehydrogenase 1 (IDH1): qHTS | IDH1-R132H enzyme, NADPH consumption, diaphorase/resazurin fluorescence | Potency, µM (titrated, usually from 76.6 µM), for the others: at the top dose activity change, negative = inhibition, hits mostly inhibitors | actives 0.093% (n = 390,000) | AID 602179, 2012; further: on the % scale 0 is the no-effect control and ±100 the full control effect; nearly all actives have a fitted effect of over 65% in size
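IDH1-R132H (0.5 ug/mL dispensed) in pH 7.5 Tris buffer was preincubated 30 min with compound, then given a substrate mix of 0.016 mM NADPH and 2 mM alpha-KG for 80 min at room temperature; remaining NADPH was read by diaphorase/resazurin fluorescence.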
TrxR1 inh – qHTS Assay for Inhibitors of Mammalian Selenoprotein Thioredoxin Reductase 1 (TrxR1): qHTS. Thioredoxin reductase 1, cytoplasmic (Rattus norvegicus), O89049. recombinant rTrxR1, NADPH fluorescence consumption, selenite substrate. Potency, µM (series often up to 114 µM), for inactives: at the highest dose activity change, negative = inhibition, most hits filed as inhibitors. actives 1% (n = 390,000); further: on the % scale 0 is the no-effect control and ±100 the full control effect; nearly all actives have a fitted effect of over 65% in size
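Rat TrxR1 (90 nM in the dispensed reagent) was pre-reduced with 400 uM NADPH for 5 min at room temperature, then incubated with compound for 15 min. After 400 uM selenite was added, NADPH fluorescence (Ex 340/Em 450 nm) was followed for 8 min.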
RXFP1 agonist – qHTS Assay for Agonists of the Relaxin Receptor RXFP1; AID 2676, 2010; Potency, µM (top dose mostly 57.5 µM), for inactives: top-dose activation, most hits filed as activators; actives 0.3% (n = 370,000); Relaxin receptor 1 (Homo sapiens), Q9HBX9; HEK293T-RXFP1 cAMP TR-FRET, 30 min; response scale: percent of porcine relaxin response, buffer zero; further: on the % scale 0 is the no-effect control and ±100 the full control effect; nearly all actives have a fitted effect of over 60% in size; many of its hits are not listed in these tables
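HEK293T cells stably expressing RXFP1 were pretreated with the PDE4 inhibitor Ro 20174, exposed to compounds for 30 min at 37C, lysed, and cAMP was read by TR-FRET. Data normalized to buffer (basal) and 29 nM porcine relaxin (100%).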
ALOX12 inh – Primary qHTS assay for inhibitors of human arachidonate 12S-lipoxygenase (ALOX12): Round 2; AID 1671190, 2021; Potency, µM (series often up to 108 µM), for inactives: top-dose activity change, negative = inhibition, most hits filed as inhibitors; actives 1.1% (n = 580,000); purified 12hLO, xylenol orange hydroperoxide absorbance; Polyunsaturated fatty acid lipoxygenase ALOX12 (Homo sapiens), P18054; further: on the % scale 0 is the no-effect control and ±100 the full control effect
Target sequence (P18054 whole entry, looked up): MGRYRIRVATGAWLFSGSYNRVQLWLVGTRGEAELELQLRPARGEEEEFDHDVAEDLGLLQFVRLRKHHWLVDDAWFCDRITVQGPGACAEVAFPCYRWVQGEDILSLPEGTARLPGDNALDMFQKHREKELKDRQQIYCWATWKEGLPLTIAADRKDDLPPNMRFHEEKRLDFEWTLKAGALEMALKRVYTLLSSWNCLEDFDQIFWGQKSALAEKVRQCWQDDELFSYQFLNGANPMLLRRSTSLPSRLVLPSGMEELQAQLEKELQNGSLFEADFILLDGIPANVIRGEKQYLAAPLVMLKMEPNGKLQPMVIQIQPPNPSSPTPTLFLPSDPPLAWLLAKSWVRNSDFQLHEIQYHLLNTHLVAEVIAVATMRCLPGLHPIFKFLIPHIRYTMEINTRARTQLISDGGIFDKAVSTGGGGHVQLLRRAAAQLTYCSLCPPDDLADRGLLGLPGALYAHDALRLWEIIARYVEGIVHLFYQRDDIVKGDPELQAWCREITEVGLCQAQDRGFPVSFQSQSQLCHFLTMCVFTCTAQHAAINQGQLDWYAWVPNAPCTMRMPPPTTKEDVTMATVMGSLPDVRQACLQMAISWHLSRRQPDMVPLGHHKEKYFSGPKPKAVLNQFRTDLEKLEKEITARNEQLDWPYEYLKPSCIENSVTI
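Hydroperoxide product was detected by ferrous iron/xylenol orange as the 573 to 405 nm absorbance ratio. Arachidonic acid at 40 uM (final) was turned over for 30 min at room temperature by 150 nM human 12hLO, pH 7.0 Hepes buffer, after 15 min compound preincubation.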
The depositor's hits bear a star; ? = inconclusive; . = no result given; [ ] = remark or other dose. The call rests on the fitted dose curve; in most records, active means well fitted curve in the direction sought with a large enough effect; inconclusive means small, poorly fitted or top-dose-only effect, or another doubt; inactive means no such curve, though single readings can be large; an effect the other way counts as inactive or inconclusive. Potency means the concentration at half of the fitted maximal effect. This is a subset; count on the stated rates, not on these rows.

SMILES	Vif-APOBEC3G blk	TrxR1 substrate	USP1 inh	RGS4 inh	Vif-A3F inh	IDH1 R132H inh	TrxR1 inh	RXFP1 agonist	ALOX12 inh
CCOC(=O)c1nnn(CC(=O)Nc2cc(Cl)ccc2C)c1C(=O)OCC	0%	-4%	0%	17%	-10%	-1%	-5%	-1.3%	18%
O=C(CCCn1c(=S)[nH]c2ccc(Br)cc2c1=O)NCC1CCCO1 (stereo not given)	-3%	-4%	-13%	-23%	-8%	0%	-22%	5.4%	0%
Cc1cc(C)cc(NC(=S)NN)c1	0%	6%[57.1 µM]	?	-8%	-2%	11%	-10%[57.1 µM]	0.4%	?
CCn1cc(-c2cc(C(=O)O)c3ccccc3n2)cn1	0%	171%[activator]	-12%	3%	14%	3%	-27%	4.6%	-6%
CC(=O)Nc1ccc(N2CCCCC2)cc1	1%	5%	-10%	7%	-15%	4%	6%	0.3%	3%
COCCOC(=O)C1=C(C)Nc2ncnn2C1c1ccc(F)cc1 (stereo not given)	-7%	4%	-9%	-9%	2%	6%	11%	-0.1%	0%
Nc1nonc1-n1nnc(C(=O)N/N=C/c2ccccc2Cl)c1CN1CCOCC1	0%	-1%	-12%	0%	18%	-2%	5%	1.0%	-11%
C=CCSc1nnnn1-c1ccc(OC)cc1	-2%	-12%	-9%	14%	-2%	-5%	16%	0.5%	-25%
COc1ccc(N(CC(C)C)S(=O)(=O)c2nnc(NC(=O)c3cccs3)s2)cc1	0%	-8%	-10%	-14%	0%	-23%	8%	-0.4%	?
Cn1cccc1C(C#N)c1ccccc1C#N (stereo not given)	1%	1%	-31%	-37%	-2%	2%	6%	3.2%	1%
O=C(Nc1ccc(Cl)cn1)c1cccc(S(=O)(=O)N2CCCCC2)c1	1%	4%[57.1 µM]	-24%	2%	10%	-5%	9%[57.1 µM]	0.5%	-9%
COc1ccccc1CN1CC(C(=O)N(C)CCOc2ccccc2)CCC1=O (stereo not given)	-1%	1%	-27%	2%	1%	-2%	-3%	-0.4%	-5%
CCCSC(=S)c1c(C)[nH]n(-c2ccccc2)c1=O	0%	-16%	-13%	0%	2%	9%	-25%	0.3%	330%[activator]
COc1cc(OC)cc(C(=O)Nc2ccc([N+](=O)[O-])cn2)c1	2%	-3%	-17%	?	-1%	-2%	4%	2.8%	8%
CCC(C)n1c(=N)c(S(=O)(=O)c2ccccc2)cc2c(=O)n3ccccc3nc21 (stereo not given)	-4%	42%[activator]	-33%	-6%	-3%	?	13%	10%	-11%

Random excerpt: 2 entries already listed
SMILES	Vif-APOBEC3G blk	TrxR1 substrate	USP1 inh	RGS4 inh	Vif-A3F inh	IDH1 R132H inh	TrxR1 inh	RXFP1 agonist	ALOX12 inh
CCC(C)n1c(=N)c(S(=O)(=O)c2ccccc2)cc2c(=O)n3ccccc3nc21 (stereo not given)	-4%	42%[activator]	-33%	-6%	-3%	?	13%	10%	-11%
Cn1cccc1C(C#N)c1ccccc1C#N (stereo not given)	1%	1%	-31%	-37%	-2%	2%	6%	3.2%	1%

(next part)
SMILES	Vif-APOBEC3G blk	TrxR1 substrate	USP1 inh	RGS4 inh	Vif-A3F inh	IDH1 R132H inh	TrxR1 inh	RXFP1 agonist	ALOX12 inh
COc1ccccc1CCNC(=O)C(=O)NCC(c1cccs1)S(=O)(=O)c1ccccc1 (stereo not given)	3%	9%[57.1 µM]	-12%	-26%	-1%	-4%	41%[activator][57.1 µM]	0.7%	-25%
O=C(c1ccccc1F)N1CCCC(N2CCN(Cc3ccc4c(c3)OCO4)CC2)C1 (stereo not given)	1%	.	-5%	.	-2%	-2%	.	.	?
COc1ccc(/C(O)=C2/C(=O)C(=O)N(c3ccccn3)C2c2ccc(OC)c(OC)c2)cc1 (stereo not given)	0%	-8%[57.1 µM]	-11%	18%	-12%	-6%	-11%	5.0%	0%
Cc1ccc(CNC(=O)CSc2ncccn2)cc1	0%	-2%	-13%	-44%	-6%	7%	3%	-0.4%	?
O=C1OC(CC(=O)N(Cc2nnc(-c3ccccc3Cl)o2)C2CC2)c2ccccc21 (stereo not given)	-1%	1%	-11%	0%	2%	1%	14%	4.2%	7%
COc1cccc(NC(=O)C(c2ccccc2)N2CCCCC2)c1 (stereo not given)	0%	1%[57.1 µM]	-4%	-4%	-20%	5%	12%[57.1 µM]	0.9%	-2%
CCN1C(=O)C(Cc2nc3ccccc3c(=O)n2-c2cccc(C)c2)c2ccccc21 (stereo not given)	.	1%	-22%	17%	.	.	23%	0.4%	?
Cc1nnc(NC(=O)c2c(F)cccc2F)s1	2%	3%[57.1 µM]	-13%	2%	-2%	-1%	7%[57.1 µM]	0.8%	23%
Cc1ccc(NC(=O)c2ccc(-n3cccn3)nc2)cc1	-5%	7%[57.1 µM]	-18%	6%	7%	-3%	15%[57.1 µM]	?	5%
O=C(COc1ccc2ccc(=O)oc2c1)NCCN1CCOCC1	0%	.	3%	.	-13%	-3%	.	.	10%
CN(CC(=O)Nc1ccc(Cl)c(C(F)(F)F)c1)C(=O)c1ccc(S(=O)(=O)N2CCOCC2)cc1	?	3%	-30%	-9%	-16%	0%	22%	.	19%
COCCOC(=O)C1=C(C)N(c2ccccc2)C(=O)NC1c1cccc([N+](=O)[O-])c1 (stereo not given)	-2%	-3%	-11%	-23%	-10%	-2%	8%	-0.5%	-21%
O=C1CCC(c2ccccc2)=NN1Cc1c(F)cccc1Cl	0%	-7%	-18%	5%	9%	8%	-7%	0.4%	-12%
CCOC(=O)C1=C(COC(=O)C(C)(C)Oc2ccc(Cl)cc2)NC(=O)NC1C (stereo not given)	1%	-2%	4%	?	-13%	-7%	-6%	1.0%	?
Cc1ccc(N(C(=O)Cn2nnc(-c3ccc(C)o3)n2)C(C(=O)NC2CCCC2)c2ccncc2)cc1 (stereo not given)	-3%	1%[57.1 µM]	-21%	3%	9%	0%	31%[57.1 µM]	3.3%	?
CC(C)NC(=O)N(C)C[C@@H]1Oc2ccc(NC(=O)Nc3ccc(C(F)(F)F)cc3)cc2CC(=O)N([C@H](C)CO)C[C@@H]1C	?	-4%	-11%	-16%	3%	-13%	-16%[57.1 µM]	.	-24%
CCCc1cc(=O)oc2c3c(cc(OCC(=O)NCc4ccccn4)c12)OC(C)(C)CC3	-8%	250%[activator]	-22%	-6%	9%	-17%	?	-0.1%	15%
CCOCCCNC(=O)C(c1ccc(OC)cc1)N(Cc1ccc2c(c1)OCO2)C(=O)CNC(C)=O (stereo not given)	3%	-2%	0%	-21%	3%	-1%	8%	0.6%	-8%
Cc1ccc(-c2nc(NCCN(C)C)c3ccccc3n2)cc1	6%	-6%[57.1 µM]	1%	15%	3%	1%	-5%[57.1 µM]	12%	?
CCCC(=O)C1=C(c2ccc(C)c(C)c2)N(C(=O)CCC)n2c(CC)nnc2S1	7%	6%[57.1 µM]	3%	0%	1%	3%	15%[57.1 µM]	1.6%	4%
Cc1ccc(-n2c3nc(=O)[nH]c(=O)c-3cc3cc([N+](=O)[O-])ccc32)cc1C	-4%	-3%[57.1 µM]	?	?	-7%	16%	8%[57.1 µM]	4.4%	?
CC(C)CCN(C)c1ccc(/C=N/n2cnnc2)cc1	-3%	1%	-2%	-9%	0%	6%	-22%	1.3%	?
CCC(=O)Nc1ccc(C(=O)Nc2cc(C)on2)cc1	4%	2%[57.1 µM]	-12%	-25%	5%	-2%	2%[57.1 µM]	0.1%	-7%
COc1cccc(NC(=O)COc2ccc3c(c2)CCC3)c1	1%	-5%	-21%	-15%	-1%	0%	19%	1.0%	-5%
COc1ccccc1NC(=O)c1oc2ccccc2c1NC(=O)c1cccc(OC)c1OC	5.6µM*	23%	4%	-5%	-12%	12%	32%	-0.2%	-5%
CCN(CC)C(=O)C1CCCc2c1[nH]c1ccc(Cl)cc21 (stereo not given)	-20%	0%	?	-17%	-18%	-3%	12%	0.8%	-19%
COc1ccc(OC)c(NC(=O)CC(NC(C)=O)c2ccccc2)c1 (stereo not given)	0%	8%[57.1 µM]	-12%	17%	7%	-6%	34%[57.1 µM]	-0.1%	5%
CCCC(=O)N(Cc1cc(=O)[nH]c2ccccc12)c1ccccc1OC	-1%	4%	-14%	2%	6%	-1%	9%	7.6%	-7%
COc1cccc(NC(=S)NCc2ccco2)c1	0%	0%	-17%	-1%	-1%	1%	-16%	-3.2%	-25%
